# Assay outcomes as filed in PubChem BioAssay.
# LGR2 inh = blocks bursicon-induced cAMP signaling via Drosophila LGR2; 380,000 compounds, 0.35% hits; inhibition, % at 9.99 µM; HEK293 LGR2, CRE-luciferase, bursicon-stimulated, 4 h;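 active = drop in luminescence signal, shown as inhibition above about 50% in the replicate tests, limit read from the data, passing the limit was not always enough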;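 also: agonist challenge used bursicon conditioned medium at about half maximal strength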
# PGC1a acetyl inh = lowers PGC1a acetylation signal in U2OS cells; inhibition, % at 15.6 µM; AlphaScreen anti-acetyl-lysine; with virally co-expressed GCN5 acetyltransferase; 350,000 compounds, 0.17% hits; AID 651687;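 active = every replicate shows inhibition of at least 40%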;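 also: 0% = neutral control wells and 100% = positive control wells; some results beyond the cut were filed as inactive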
# PAX8 reporter = inhibitors of PAX8 transcriptional activity in RMG-I cells | RMG-I TPO-luciferase reporter, SteadyGlo, 24 h | inhibition, % at 12.6 µM | 360,000 compounds, 1.2% hits | AID 652154;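 active = mean replicate inhibition at least 60% with every replicate also reaching 60%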;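 also: luciferase light reporting Pax8 driven TPO promoter activity; plate controls were median of neutral control wells for no effect and mitoxantrone controls for full effect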
# FN deposit inh = fibronectin deposition inhibition. AH1F fibroblasts, Alexa488-fibronectin deposition fluorescence, overnight. inhibition, % at 12.6 µM. 350,000 compounds, 0.086% hits;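 active = mean inhibition across replicates of 30% or more, regardless of how many single replicates reach that level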;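 also: positive control wells lacked labelled fibronectin entirely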
#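 Schedule: 1 h cell adhesion before compound, then overnight fibronectin incubation; test system: AH1F fibroblast monolayer depositing Alexa488-labelled fibronectin into matrix; quantity: 10000 AH1F cells per well; probe or stimulus: fluorescent fibronectin at 24 nM final; signal: fluorescence, ex 485 nm, em 525 nm; evaluation: percent inhibition as loss of matrix-bound fibronectin fluorescence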
# The depositor's hits bear a star; . = not tested or not shown. A portion of the library. The share of hits here may be higher or lower than overall.
SMILES,LGR2 inh,PGC1a acetyl inh,PAX8 reporter,FN deposit inh
Cc1ccccc1NS(=O)(=O)c1cc(C(=O)Nc2ccccc2-c2ccccc2)ccc1Cl,7.6,-8.0,.,-5.7
Nc1ccc(Nc2ccccc2N)cc1,-7.3,-10.1,.,-5.4
Cc1ccccc1NS(=O)(=O)c1cc(C(=O)N2CCc3ccccc3C2)ccc1C,-11.1,2.5,.,-11.7
CCCC1=C(C(=O)OCC)C(c2cccs2)C(C#N)=C(N)O1 (configuration not stated),4.9,-2.6,.,5.2
CCOC(=O)N1CCN(C(=O)CN(Cc2ccc(Cl)cc2)S(=O)(=O)c2ccc(C)cc2)CC1,15.6,0.4,.,0.8
CC1Cc2ccccc2N1C(=O)C1CCCCN1S(=O)(=O)c1ccccc1 (configuration not stated),10.1,-1.4,.,-3.5
O=C(C1CCCN(S(=O)(=O)Cc2ccccc2)C1)N1CCC(Cc2ccccc2)CC1 (configuration not stated),-11.2,7.6,.,5.9
CCN1CCN(C(c2cccs2)C(C)NC(=O)c2ccco2)CC1 (configuration not stated),10.0,2.4,.,6.5
Cc1cc(C)nc(Nc2ncc(O)n2-c2ccccc2)n1,-4.4,7.2,.,-11.2
CCOC(=O)Cc1csc(NC(=O)C(C)(C)C)n1,-1.7,-5.3,.,2.5
CCc1c(C)c(C#N)c2nc3ccccc3n2c1NCCN(C)C,-12.4,6.9,.,-2.4
COc1nc(NCCN2CCOCC2)nc(Nc2ccc([N+](=O)[O-])cc2)n1,26.8,0.9,.,0.7

# By substructure, those above with a cyano group (two)
SMILES,LGR2 inh,PGC1a acetyl inh,PAX8 reporter,FN deposit inh
CCCC1=C(C(=O)OCC)C(c2cccs2)C(C#N)=C(N)O1 (configuration not stated),4.9,-2.6,.,5.2
CCc1c(C)c(C#N)c2nc3ccccc3n2c1NCCN(C)C,-12.4,6.9,.,-2.4

# Following part.
SMILES,LGR2 inh,PGC1a acetyl inh,PAX8 reporter,FN deposit inh
Cc1ccc2[nH]c(=O)c(CN(CC3CCCO3)S(=O)(=O)c3cccc4nsnc34)cc2c1 (configuration not stated),6.2,-6.5,.,-0.8
COc1ccc2c(c1OC)C(=O)OC2Nn1cncn1 (configuration not stated),-16.9,-1.4,.,-3.9
CCOC(=O)C1CCN(C(=O)c2sc3ncnc(N4CCC(C)CC4)c3c2C)CC1,14.4,-0.2,.,-5.3
COc1ccc(C(=O)COC(=O)C(CCCCN2C(=O)C3C4C=CC(C4)C3C2=O)N2C(=O)C3C4C=CC(C4)C3C2=O)cc1 (configuration not stated),7.5,-10.5,.,-2.4
CCCSC1=C(C#N)C(c2ccc(Cl)cc2Cl)CC(=O)N1 (configuration not stated),9.3,13.4,.,-6.9
COc1ccccc1-n1c(SCC(=O)Nc2nnc(C)s2)nc2c(c1=O)SCC2,3.7,0.0,.,-3.3
CON1C(=O)C(=O)N(OC)C2CCCCC21 (configuration not stated),1.8,-0.5,.,-0.5
Brc1ccc(Nc2c3c(nc4ncnn24)CCC3)cc1,11.9,-12.1,.,0.2
N#CCC(CNc1ncc(C(F)(F)F)cc1Cl)OC(=O)c1cccc([N+](=O)[O-])c1 (configuration not stated),-4.0,-15.1,.,-7.8
COc1ccc(-c2nn3c(-c4cccc(C)c4)nnc3s2)cc1OC,-37.0,4.1,.,-6.5
CC1(c2ccc(OC(F)F)cc2)NC(=O)N(CC(=O)NC2CCCCC2)C1=O (configuration not stated),-5.0,0.2,.,-5.4
O=C(NCCN1CCOCC1)c1cnn2c(-c3ccccc3)cc(-c3ccccc3)nc12,2.8,-35.7,.,8.9
Fc1ccc(CNc2ccc(CNc3ncn[nH]3)cc2)cc1,-31.4,14.5,.,-0.5
CCCCOC(=O)c1ccc(-c2ccc(/C=N/NC(=S)NCC)o2)cc1,-9.3,-2.1,.,-7.0
CC1CCCN(c2c([N+](=O)[O-])c(=O)oc3ccccc23)C1 (configuration not stated),-3.4,-0.2,.,-1.5
O=C(CSc1nc2cc3ccccc3cc2[nH]1)Nc1ccc(F)cc1,-10.8,-6.2,.,-0.6
CCCCC(=O)Nc1ccc(C(=O)N2CCCC(C(=O)OCC)C2)cc1 (configuration not stated),1.1,12.0,.,1.1
Cc1ccccc1-c1nc(S(=O)(=O)c2ccc(Cl)cc2)c(NCCN2CCOCC2)o1,22.4,-10.3,.,-3.2
Cc1occc1C(=O)Nc1cccc(C(=O)NCc2ccccc2)c1,8.4,-13.8,.,-5.1
Cc1cc(NC(=O)c2cc(C(C)C)on2)no1,-17.4,10.2,.,3.6
Cc1ccc(-c2csc3nnc(SCC(=O)N4CCN(Cc5ccccc5)CC4)n23)cc1,-1.4,7.3,.,2.9
CC(=Nc1ccc(C)cc1)c1sc2ccccc2c1O,29.8,4.9,.,-7.7
COC(=O)Cc1csc(Nc2c(C)n(C)n(-c3ccccc3)c2=O)n1,-9.2,0.3,.,1.3
Cc1cc(NC(=O)/C=C/c2ccccc2Cl)no1,-23.3,.,-77.2,-6.2
O=C(Nc1cccc(C(F)(F)F)c1)c1cccnc1NCCc1ccccc1,-2.8,.,-7.6,4.3
Cc1[nH]c2ccc3ncccc3c2c1C,4.2,.,-27.2,0.6
O=C1OCc2cccc([N+](=O)[O-])c21,-2.4,.,9.8,1.1
Cc1ccc(OCCNC(=O)c2cccc(Oc3ccc(C(F)(F)F)cc3[N+](=O)[O-])c2)cc1,11.3,.,37.6,11.9
CCc1c(C)sc(NC(=O)Cn2nc(C)c([N+](=O)[O-])c2C)c1C(N)=O,15.8,.,-23.8,-1.3
CN(C)c1ccc(C2SCCN2C(=O)c2ccc([N+](=O)[O-])cc2)cc1 (configuration not stated),-13.8,.,-4.3,-3.6
S=c1[nH]nc(-c2cccc(Cl)c2)n1Cc1ccccc1,6.1,.,5.7,1.9
COc1ccc(NC(=O)C(C)Sc2nnc3c4c(nc(-c5ccc(OC)cc5)n23)CC(C)(C)OC4)cc1 (configuration not stated),35.9,.,21.8,0.9
CNC(=O)C(=O)NCC1OCCCN1S(=O)(=O)c1cccs1 (configuration not stated),10.7,.,8.4,5.8
CC1=NN(c2ccc(Cl)cc2)C(=O)/C1=C\c1cccn1-c1ccc(S(N)(=O)=O)cc1,-0.2,.,14.2,-1.9
CS(=O)(=O)Nc1cccc(C2=NN(S(C)(=O)=O)C(c3ccc4c(c3)OCO4)C2)c1 (configuration not stated),-23.5,.,-6.7,7.0
N#C/C(=C\c1ccc(-c2ccccc2[N+](=O)[O-])o1)C(=O)Nc1nc(-c2cccs2)cs1,-3.1,.,-12.3,1.6
O=C(OCc1ccc(Br)cc1)c1cccc(-c2nnc(-c3ccccc3)o2)c1,-64.6,.,-26.8,-9.0
COc1ccc(S(=O)(=O)N(C)C)cc1NCC(=O)Nc1ccc(Br)cc1F,0.1,.,8.0,6.9
CN(C)C(=O)c1ccc(-c2nnc(NCc3ccccc3)c3ccccc23)cc1,-1.9,.,15.2,3.8
Cc1ccc(NC(=O)C(=O)NCCOc2ccc(Cl)cc2)c(C)c1,-11.1,.,-24.8,2.9
CCCC(=O)N(c1ccc2oc(C)c(C(C)=O)c2c1)S(=O)(=O)c1ccc(C)c([N+](=O)[O-])c1,-1.1,.,1.8,6.0
CN(Cc1ccccc1)C(=O)c1ccccc1Br,-6.6,.,-7.2,0.7
CC(C)(C)c1nnc(SCC(=O)c2ccccc2)n(N)c1=O,-18.1,.,-61.8,-3.7
COC(=O)c1cccc(NC(=O)/C=C/c2ccc3c(c2)OCO3)c1,-57.7,.,-26.6,-15.3
Cc1cccc2cc(CN(CCN(C)C)C(=S)NCc3ccco3)c(=O)[nH]c12,-10.2,.,-14.7,1.0
CN(C)S(=O)(=O)c1ccc(Nc2nc(C3CC3)nc3c2nnn3Cc2ccccc2Cl)cc1,18.5,.,66.9*,9.7
Cc1ccc(S(=O)(=O)Nc2cccc3c2CCCC3)cc1,-1.0,.,10.8,3.3
CC(=O)Nc1cc(ON=C(C)C)cc([N+](=O)[O-])c1,0.5,.,-6.5,1.9
Cc1ccc(NC(=O)CCNC(=O)c2ccco2)cc1,1.8,.,-25.8,3.3
N#CCCn1cc(C(=O)Nc2ccccc2Br)c(-c2cc3ccccc3o2)n1,-3.3,.,18.5,-11.6
C=CCn1c(SCC(=O)NC(=O)c2cccc([N+](=O)[O-])c2)nnc1-c1ccccc1F,-43.1,.,11.7,5.9
COc1ccc(/C=C2\SC(=O)N(CCC(=O)Nc3ccccc3)C2=O)cc1OC,-23.9,.,-27.0,8.1
Cc1cccc(C(c2c(C)nn(-c3ccccc3)c2N)c2c(C)nn(-c3ccccc3)c2N)c1,27.3,.,17.8,4.7
O=S(=O)(Nc1ccc(N=Nc2ccc(O)c3ccccc23)cc1)c1ccccc1,12.8,.,-5.3,-4.6
O=C(COC(=O)[C@@H]1CCCN1S(=O)(=O)c1ccc(Cl)cc1)NCC(F)(F)F,-6.6,.,-8.3,1.7
COc1ccc(-c2noc(=O)[nH]2)cc1,10.2,.,-5.7,6.4
COc1cc(CNc2cccc(C(=O)O)c2)cc(Br)c1OCC(=O)NC(C)(C)C,-4.0,.,3.0,0.1
O=[N+]([O-])c1ccc2nc(SCc3cn4cc(Cl)ccc4n3)[nH]c2c1,-26.5,.,5.7,-3.5
COc1ccc(CCNC(=O)C(=O)NCCOc2ccccc2Cl)cc1OC,4.3,.,-23.4,-3.4
CCN(CC)CCC#CC(O)(c1ccccc1)c1ccccc1,1.2,.,31.2,-2.0

# (cont.)
SMILES,LGR2 inh,PGC1a acetyl inh,PAX8 reporter,FN deposit inh
Cc1nc(Cl)c(C(=O)NCCC(C)C)c(C)c1[N+](=O)[O-],3.7,.,-9.2,3.6
CC(=O)c1ccc(NC(=O)C(C)OC(=O)c2ccc(NS(=O)(=O)c3ccc(F)c(F)c3)cc2)cc1 (configuration not stated),7.3,.,9.4,-2.2
O=C(/C(=N\Nc1ccc([N+](=O)[O-])cc1)Sc1nnnn1-c1ccccc1)c1ccccc1,6.6,.,16.9,-7.2
Cc1ccccc1C(=O)NC(=S)NCCc1ccccc1,-3.3,.,1.3,-2.1
COc1ccccc1NC(=O)COc1ccc(/C=N/NC(=O)CSCc2cc(C)cc(C)c2)cc1,-3.7,.,-5.5,-10.6
CC(/C=C/c1ccccc1)=N\NC(=O)c1ccc2c(c1)OCCO2,1.8,.,-61.7,-2.2
COc1cccc(C(=O)NC(=S)Nc2nnn(C)n2)c1,-46.5,.,-26.9,-3.9
COc1ccc(CCN2CN(S(=O)(=O)c3ccc(C)cc3)c3nc4ccccc4nc32)cc1OC,8.7,.,-8.8,1.4
COCCNC(=S)N/N=C(\C)c1ccc2cc(OC)ccc2c1,0.2,.,2.7,-0.1
C/C(CC(=O)Nc1cccc(Cl)c1C)=N\NC(=O)C(=O)NCC(C)C,4.7,.,15.4,-3.4
CCCNC(=O)COC(=O)c1cc2c(=O)n3ccccc3nc2s1,-13.0,.,19.8,0.5
Nc1ccc(O)cc1C(=O)OCC(=O)c1ccc(C2CCCCC2)cc1,-14.5,.,3.8,10.8
CCCC(=O)OCC(=O)Nc1ccc(N=Nc2ccccc2)cc1,-31.0,.,-245.6,-2.8
CC(C)(C)NC(=O)CSc1nc(O)cc(=O)[nH]1,-2.3,.,-4.2,-5.3
CC(C)(C)CC(C)(C)NCC(O)COCCOc1ccc(Br)cc1 (configuration not stated),-3.5,.,12.1,3.6

# Gathered by group, the entries above containing a nitro group on carbon
SMILES,LGR2 inh,PGC1a acetyl inh,PAX8 reporter,FN deposit inh
COc1nc(NCCN2CCOCC2)nc(Nc2ccc([N+](=O)[O-])cc2)n1,26.8,0.9,.,0.7
N#CCC(CNc1ncc(C(F)(F)F)cc1Cl)OC(=O)c1cccc([N+](=O)[O-])c1 (configuration not stated),-4.0,-15.1,.,-7.8
CC1CCCN(c2c([N+](=O)[O-])c(=O)oc3ccccc23)C1 (configuration not stated),-3.4,-0.2,.,-1.5
O=C1OCc2cccc([N+](=O)[O-])c21,-2.4,.,9.8,1.1
Cc1ccc(OCCNC(=O)c2cccc(Oc3ccc(C(F)(F)F)cc3[N+](=O)[O-])c2)cc1,11.3,.,37.6,11.9
CCc1c(C)sc(NC(=O)Cn2nc(C)c([N+](=O)[O-])c2C)c1C(N)=O,15.8,.,-23.8,-1.3
CN(C)c1ccc(C2SCCN2C(=O)c2ccc([N+](=O)[O-])cc2)cc1 (configuration not stated),-13.8,.,-4.3,-3.6
N#C/C(=C\c1ccc(-c2ccccc2[N+](=O)[O-])o1)C(=O)Nc1nc(-c2cccs2)cs1,-3.1,.,-12.3,1.6
CCCC(=O)N(c1ccc2oc(C)c(C(C)=O)c2c1)S(=O)(=O)c1ccc(C)c([N+](=O)[O-])c1,-1.1,.,1.8,6.0
CC(=O)Nc1cc(ON=C(C)C)cc([N+](=O)[O-])c1,0.5,.,-6.5,1.9
C=CCn1c(SCC(=O)NC(=O)c2cccc([N+](=O)[O-])c2)nnc1-c1ccccc1F,-43.1,.,11.7,5.9
O=[N+]([O-])c1ccc2nc(SCc3cn4cc(Cl)ccc4n3)[nH]c2c1,-26.5,.,5.7,-3.5
Cc1nc(Cl)c(C(=O)NCCC(C)C)c(C)c1[N+](=O)[O-],3.7,.,-9.2,3.6
O=C(/C(=N\Nc1ccc([N+](=O)[O-])cc1)Sc1nnnn1-c1ccccc1)c1ccccc1,6.6,.,16.9,-7.2
